# Pin1 inhibitor: blocks the human prolyl isomerase Pin1; 0.009% of 390,000 active; Pin1 FP peptide displacement, HiFluor488, 10 min; Potency, µM (top dose mostly 115 µM), for the others: at the top dose activity, negative = inhibition, usual class: inhibitors; active = well fitted inhibition curve with a large enough effect in the polarisation, with a control signal flat, not every such curve was filed as active; inconclusive = small, poorly fitted or top-dose-only effect, or effect the other way, or a change in a side signal; inactive = no such curve, though single readings can be large or run the other way; the % refers to the polarisation; note: potency is the fitted concentration of half-maximal effect; % is set by controls: 0 for no effect and ±100 for the full control effect
# Target sequence (Q13526 whole entry, looked up): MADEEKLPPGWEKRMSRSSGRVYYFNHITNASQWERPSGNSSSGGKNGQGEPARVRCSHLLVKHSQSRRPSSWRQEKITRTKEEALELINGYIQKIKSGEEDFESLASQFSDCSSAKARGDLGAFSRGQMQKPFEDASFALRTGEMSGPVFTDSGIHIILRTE
# JMJD2A Tudor inh: inhibitors of human JMJD2A Tudor domain; O75164; AlphaScreen JMJD2A-Tudor / H3K4me3 peptide binding; Potency, µM (series often up to 114 µM), inactives show at the highest dose activity change, negative = inhibition, most hits filed as inhibitors; 4.4% of 390,000 active; AID 504339; note: potency is the fitted concentration of half-maximal effect; % is set by controls: 0 for no effect and ±100 for the full control effect; nearly all actives have a fitted effect of over 50% in size
# HP1b binding inh: blocks HP1-beta chromodomain binding to methylated histone tails; P83916; AlphaScreen HP1-beta / biotin-H3K9me3 peptide binding; Potency, µM (top dose mostly 114 µM), for inactives: top-dose activity change, negative = inhibition, hits mostly inhibitors; 0.56% of 390,000 active; AID 540317; note: potency is the fitted concentration of half-maximal effect; nearly all actives have a fitted effect of over 70% in size; inactives centre near 23
#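 AlphaScreen: HP1-beta (50 nM) preformed 30 min with biotin-H3(1-18)K9me3 peptide (50 nM) in PBS pH 7.4, 0.01% Tween-20. Compound added for 30 min at RT, then streptavidin donor/nickel chelate acceptor beads (10 ug/mL) for 30 min.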
# GLS inhibitor: blocks human kidney-isoform glutaminase activity; 0.21% of 410,000 active; GLS enzymatic activity, qHTS titration; AID 624170; O94925; Potency, µM (highest dose often 45.5 µM), inactives show at the highest dose activity change, negative = inhibition, actives largely listed as inhibitors; note: potency is the fitted concentration of half-maximal effect; % is set by controls: 0 for no effect and ±100 for the full control effect
#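 hKGA in 45 mM KH2PO4 (pH 8.2), 0.02% Tween-20 with compound, then 1mM L-Glutamine (stock as added) plus glutamate oxidase/HRP/Amplex red coupling mix. Fluorescence read initially and after 30 min at RT; signal change reflects glutamate formation.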
# ERG Ets-DNA blk: inhibitors of human ERG Ets domain-DNA interaction. P11308. fluorescence polarization, His-ERG Ets domain / labelled DNA. Potency, µM (series often up to 76.9 µM), without a hit: at the top dose FP activity, negative = inhibition, actives largely listed as inhibitors. 0.028% of 370,000 active; active = well fitted inhibition curve with a large enough effect in the polarisation, with a control signal flat; inconclusive = small, poorly fitted or top-dose-only effect, or effect the other way, or a change in a side signal; inactive = no such curve, though single readings can be large or run the other way; the % refers to the polarisation;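 note: polarization taken with two DNA probes labelled with fluorescein and Texas red; potency is the fitted concentration of half-maximal effect; % of control where 0% means no effect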
#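 His-tagged ERG Ets domain (1 uM in the protein solution; 300mM KCl, 50mM Tris-HCl, 1mM EDTA, 1mM DTT, pH 7.5) received compound, then a probe mix of 5 nM fluorescein-DNA and 100nM Texas-615-DNA. Fluorescence polarization was read for both dyes.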
# G9a inh: blocks human histone lysine methyltransferase G9a | AID 504332 | Q96KQ7 | G9a H3K9 monomethylation, AlphaScreen, 2 h | Potency, µM (titrated, usually from 102 µM), for the others: at the top dose activity, negative = inhibition, usual class: inhibitors | 8.8% of 350,000 active; note: potency is the fitted concentration of half-maximal effect; % is set by controls: 0 for no effect and ±100 for the full control effect; nearly all actives have a fitted effect of over 75% in size
#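 Using a bead-based AlphaScreen, monomethylated H3K9 product from 2 h room-temperature reactions (G9a 20 nM, peptide 500 nM, SAM 20 uM) was detected with 0.5 ug/mL rabbit anti-H3K9me1 antibody.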
# PGK inhibitor: T. brucei PGK inhibition; AID 602233; P07378; PGK/GAPDH coupled, Kinase-Glo luminescence, 60 min; Potency, µM (series often up to 57.5 µM), inactives show at the top dose activity change, negative = inhibition, hits mostly inhibitors; 0.043% of 380,000 active; note: potency is the fitted concentration of half-maximal effect; % is set by controls: 0 for no effect and ±100 for the full control effect; nearly all actives have a fitted effect of over 60% in size
# Target sequence (P07378 whole entry, looked up): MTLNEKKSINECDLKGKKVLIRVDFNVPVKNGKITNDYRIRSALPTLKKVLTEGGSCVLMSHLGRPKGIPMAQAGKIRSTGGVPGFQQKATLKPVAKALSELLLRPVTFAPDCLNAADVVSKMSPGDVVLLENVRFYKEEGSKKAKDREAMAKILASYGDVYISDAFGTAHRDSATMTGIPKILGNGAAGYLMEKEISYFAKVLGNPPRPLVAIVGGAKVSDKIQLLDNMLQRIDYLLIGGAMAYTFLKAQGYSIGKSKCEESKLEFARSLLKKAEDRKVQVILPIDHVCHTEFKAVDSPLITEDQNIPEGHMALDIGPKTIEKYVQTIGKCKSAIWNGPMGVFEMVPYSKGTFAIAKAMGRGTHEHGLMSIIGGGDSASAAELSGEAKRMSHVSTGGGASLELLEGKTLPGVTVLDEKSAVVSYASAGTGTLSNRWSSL
#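 Recombinant glycosomal PGK reaction used 1,3-bisphosphoglycerate generated in-well by GAPDH (100nM final) in 100mM TEA pH 7.6, 5mM MgCl2, 0.01% Tween-20. After 60 minutes at room temperature, ATP was read by Kinase-Glo Plus luminescence end-point.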
# PI4K2A block: blocks human PI4K2A kinase activity; AID 1346378; 0.13% of 420,000 active; activity change, negative = inhibition, % at 76.9 µM; Q9BTU6; purified PI4K2A, ADP-Glo luminescence, 1 h; hits give low values; in the data active = activity change below about -50%; inconclusive = mostly about -30% to -49%;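 note: -100% = wells without enzyme as full effect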
# Target sequence (Q9BTU6 whole entry, looked up): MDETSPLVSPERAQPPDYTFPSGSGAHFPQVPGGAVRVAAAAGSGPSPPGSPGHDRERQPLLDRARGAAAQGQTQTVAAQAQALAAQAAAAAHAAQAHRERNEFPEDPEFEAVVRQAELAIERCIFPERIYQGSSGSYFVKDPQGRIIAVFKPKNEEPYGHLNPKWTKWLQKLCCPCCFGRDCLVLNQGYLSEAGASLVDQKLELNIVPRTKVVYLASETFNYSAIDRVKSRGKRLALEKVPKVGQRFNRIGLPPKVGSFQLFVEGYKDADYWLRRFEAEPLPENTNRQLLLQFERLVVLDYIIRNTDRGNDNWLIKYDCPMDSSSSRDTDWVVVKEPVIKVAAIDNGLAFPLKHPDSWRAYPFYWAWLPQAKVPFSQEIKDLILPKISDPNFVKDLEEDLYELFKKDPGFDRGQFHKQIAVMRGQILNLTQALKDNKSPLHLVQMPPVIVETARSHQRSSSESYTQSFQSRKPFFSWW
#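 PI4K2A activity was measured by ADP-Glo luminescence: enzyme (4 ug/mL stock) and phosphatidylinositol (1.2 mM stock) in Tris pH 7.5/MgCl2/EGTA/Triton X-100 buffer were reacted with ATP (300 microM stock) for one hour at ambient temperature.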
# BAZ2B inh: BAZ2B (human) inhibition; AlphaScreen BAZ2B-H3K14Ac peptide displacement; Q9UIF8; Potency, µM (titrated, usually from 114 µM), without a hit: at the highest dose activity change, negative = inhibition, hits mostly inhibitors; 4.4% of 360,000 active; AID 504333; note: potency is the fitted concentration of half-maximal effect; % is set by controls: 0 for no effect and ±100 for the full control effect; nearly all actives have a fitted effect of over 60% in size
#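 Protein-peptide AlphaScreen: BAZ2B 50 nM, b-H3K14Ac 50 nM, 1x PBS pH 7.4 + 0.01% Tween-20. Preincubation 30 min RT; cpd 30 min RT (top 110 uM); beads 20 min RT, light-protected.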
# Starred values were filed as active, the others as inactive; i = inactive; ? = inconclusive; nt = not tested or not shown; & = joins results of further samples; [ ] = dose if it differs, or a comment. Unless noted, calls come from the whole dose curve; as a rule, active = well fitted curve in the direction sought with a large enough effect; inconclusive = small, poorly fitted or top-dose-only effect, or another doubt; inactive = no such curve, though single readings can be large; an effect the other way counts as inactive or inconclusive.
Pin1 inhibitor	JMJD2A Tudor inh	HP1b binding inh	GLS inhibitor	ERG Ets-DNA blk	G9a inh	compound	PGK inhibitor	PI4K2A block	BAZ2B inh
-9%	-13%	29%	1%	2%	7%	[N-]=[N+]=NCC/C=C\C1NS(=O)(=O)OCC1O (stereo unspecified)	-4%	1	-4%
-4%	-9%	6%	-17%	1%	-12%[0.501 µM]	COc1ccccc1N(CC(=O)NCCN1CCOCC1)S(=O)(=O)c1ccc(C)cc1	-9%	-4	-27%
2%	-1%	35%	1%	nt	-32%[12.7 µM]	[O-][n+]1c2ccc3nonc3c2nn1-c1ccccc1Cl	5%	2	1%
9%	-11%	8%	14%	nt	-12%[0.0925 µM]	CCN(CC)S(=O)(=O)c1ccc(C(=O)OCC(=O)c2ccc3c(c2)NC(=O)CO3)cc1	-3%	0	9%
1%	35µM*	22%	13%	nt	?	Cn1c(=O)c2c(nc(SCc3cccnc3)n2Cc2ccccc2)n(C)c1=O	nt	0	-8%
8%	-18%	23%	22%	8%	19%[59 µM]	O=C(CCCN1C(=O)/C(=C/c2cccs2)SC1=S)NNC(=O)c1ccccc1O	-3%	-3	56µM*
-6%	-1%	29%	-5%	-2%	-9%	COc1cccc(CN2CC(C(=O)N(C)CCc3ccccc3)CCC2=O)c1 (stereo unspecified)	i	-1	-10%
1%	-11%	30%	-3%	3%	39%[59 µM]	O=C(NCN1C(=O)C2C3C=CC(C3)C2C1=O)Nc1ccccn1 (stereo unspecified)	i	7	55%[activator]
-9%	-12%	18%	?	nt	0%[12.7 µM]	COC(=O)Cn1nc(-c2ccccc2)c2ccccc2c1=O	nt	3	1%
3%	-19%	35%	0%	11%	nt	Cc1cc(NC(=O)CN2CCCCC2)n(-c2ccccc2)n1	-1%	-4	-1%
4%	3%	45%[activator]	-1%	0%	nt	Cc1ccc(S(=O)(=O)NC(C)C(=O)NCc2ccc(Cl)cc2)cc1 (stereo unspecified)	11%	4	nt
17%	?	6%	-10%	-15%	10%[12.7 µM]	CCOc1ccc(NC(=O)CN(C)C(=O)c2cc3c(s2)CCC(C)C3)cc1OCC (stereo unspecified)	i	4	-13%
0%	-10%	25%	15%	3%	?	CN(C)CC(O)COc1cc2ccccc2cc1C(=O)N1CCCCC1 (stereo unspecified)	2%	-2	12%
9%	-17%	32%	1%	4%	-27%[12.7 µM]	CC1CCCCC1NC(=O)COc1ccc(-n2cnnn2)cc1 (stereo unspecified)	-6%	-9	-4%
-6%	-2%	16%	0%	-4%	nt	C[C@]12c3[nH]c4ccccc4c3CCN1C(=O)C(CC(=O)NCCc1ccccn1)C[C@@H]2C(=O)N1CCOCC1 (stereo partly specified)	-1%	-7	nt
?	99%[activator]	157%[activator]	10%	-1%	19%	CC(C)OC(=O)CSc1nc(Cc2ccccc2)nc2ccccc12	2%	0	81%[activator]
-2%	-13%	-23%	-18%	-10%	17%	COc1cccc(CNC(=O)N2CCN(S(=O)(=O)c3ccc(Cl)cc3)CC2)c1	i	1	3%
-4%&10%	-13%&-8%	10%[57 µM]	1%&-4%	-4%&-3%	-35%	COc1ccc(CNC(=O)CS(=O)Cc2nc(-c3ccc(OC)c(OC)c3)oc2C)cc1 (stereo unspecified)	5%&-10%	9&-3	?
0%	22%	110%[activator]	-9%	-7%	8%[59 µM]	O=C(Oc1ccc(Cl)c2cccnc12)C12CC3CC(CC(C3)C1)C2	-6%	3	7%
-11%	-2%	15%	10%	5%	-11%[59 µM]	O=C(CCNC(=O)c1ccc(Br)o1)NC1CCCC1	6%	-1	5%
1%	5%	23%	-1%	15%	nt	O=C(Cn1cnc2c(nnn2Cc2ccccc2)c1=O)Nc1ccc2c(c1)OCCO2	7%	-1	-7%
-3%	-21%	11%	3%	0%	?	CCOC(=O)c1sc(NS(=O)(=O)c2ccc(NC(C)=O)cc2)nc1C	-7%	7	-8%
-3%	-25%	65%[activator]	2%	3%	26%[59 µM]	CCCOc1ccc(C(=O)Nc2ccc3nn(-c4ccc(OC)c(Cl)c4)nc3c2)cc1	nt	-5	6%
-6%	-10%	21%	1%	?	22%[59 µM]	COc1ccc(CCNC(=O)Cn2cc(C(F)(F)F)cc(Cl)c2=O)cc1	-2%	-7	7%
2%	6%	36%[activator]	0%	1%	?	CC1CC(CCN)(c2ccccc2)C(C)CN1C (stereo unspecified)	-1%	4	-2%
-10%	-22%	33%	2%	-3%	28µM*	CSc1ccccc1NC(=O)Cn1nc([N+](=O)[O-])cc1C	-6%	-3	-2%
1%	-7%	52%[activator]	-3%	2%	11%[12.7 µM]	COc1ccccc1/C=C/C1NC(=O)NC(C)=C1C(=O)OC(C)C (stereo unspecified)	i	5	-13%
11%	?	13%	4%	?	?	CCOc1ccc(NC(=O)N(Cc2cn(CC)c3ccccc23)C2CCCCCC2)cc1	-8%	0	nt
-8%	-4%	23%	12%	-2%	-2%[12.7 µM]	O=C(COc1ccccc1[N+](=O)[O-])NCCCN1CCCC1=O	5%	-3	-5%
-6%	?	15%	68%[activator]	-7%	17%	CCNC(=O)CCn1nc(-c2ccc(C)cc2)c2ccccc2c1=O	4%	7	-4%

# Marked active in JMJD2A Tudor inh (from the list above):
Pin1 inhibitor	JMJD2A Tudor inh	HP1b binding inh	GLS inhibitor	ERG Ets-DNA blk	G9a inh	compound	PGK inhibitor	PI4K2A block	BAZ2B inh
1%	35µM*	22%	13%	nt	?	Cn1c(=O)c2c(nc(SCc3cccnc3)n2Cc2ccccc2)n(C)c1=O	nt	0	-8%

# Ordered by value in HP1b binding inh (largest number first): three of the compounds above.
Pin1 inhibitor	JMJD2A Tudor inh	HP1b binding inh	GLS inhibitor	ERG Ets-DNA blk	G9a inh	compound	PGK inhibitor	PI4K2A block	BAZ2B inh
-8%	-4%	23%	12%	-2%	-2%[12.7 µM]	O=C(COc1ccccc1[N+](=O)[O-])NCCCN1CCCC1=O	5%	-3	-5%
-3%	-21%	11%	3%	0%	?	CCOC(=O)c1sc(NS(=O)(=O)c2ccc(NC(C)=O)cc2)nc1C	-7%	7	-8%
17%	?	6%	-10%	-15%	10%[12.7 µM]	CCOc1ccc(NC(=O)CN(C)C(=O)c2cc3c(s2)CCC(C)C3)cc1OCC (stereo unspecified)	i	4	-13%

# The main list resumes with the two entries that preceded the break.
Pin1 inhibitor	JMJD2A Tudor inh	HP1b binding inh	GLS inhibitor	ERG Ets-DNA blk	G9a inh	compound	PGK inhibitor	PI4K2A block	BAZ2B inh
-8%	-4%	23%	12%	-2%	-2%[12.7 µM]	O=C(COc1ccccc1[N+](=O)[O-])NCCCN1CCCC1=O	5%	-3	-5%
-6%	?	15%	68%[activator]	-7%	17%	CCNC(=O)CCn1nc(-c2ccc(C)cc2)c2ccccc2c1=O	4%	7	-4%
0%	-5%	44%[activator]	1%	2%	-3%	Cc1ccc(CNC(=O)CS(=O)Cc2nc(-c3ccccc3Cl)oc2C)cc1 (stereo unspecified)	i	-8	-20%
31%[activator]	-9%	23%[57 µM]	4%	7%	9%[59 µM]	O=C(NCCc1ccc(Cl)cc1)C1CCN(S(=O)(=O)c2ccc3[nH]ccc3c2)CC1	2%	0	-3%
1%	-12%	34%[activator]	-10%	6%	nt	CCCn1c(N)c(N(CCOC)C(=O)c2cc(S(=O)(=O)N3CCCCCC3)ccc2OC)c(=O)[nH]c1=O	i	-1	-12%
?	-20%	11%	-5%	0%	?	O=C1C(c2ccncc2)=C(O)c2ccccc21	-8%	-17	-1%
5%	-9%	25%	1%	-2%	?	O=C(Nc1cccc(S(=O)(=O)NC2=NCCC2)c1)c1ccccc1OC(F)F	-1%	-7	-3%
2%	-6%	10%	-7%	nt	8%[12.7 µM]	Cc1ncc(CSc2nnnn2-c2ccccc2)c(N)n1	-1%	-2	9%
7%	-3%	19%	-16%	-2%	nt	Cc1ccc(S(=O)(=O)NC(=O)NCc2ccco2)cc1	4%	-3	nt
-1%	-9%	43%[activator]	-6%	5%	nt	CCc1ccc(C(=O)COC(=O)C2=NN(c3ccccc3)C(=O)CC2)cc1	i	-4	nt
24%	-5%	20%	2%	0%	nt	C=C1CC(COc2ccc3c(C)c(Cl)c(=O)oc3c2)(c2ccccc2)OC1=O (stereo unspecified)	3%	12	nt
1%	-9%	33%	1%	-10%	7%[59 µM]	C=Cc1ccc(CN2C(=O)N(c3ccc(CC)cc3)S(=O)(=O)c3ccccc32)cc1	8%	-1	-2%
0%	?	-27%	-3%	0%	-7%	Cn1c(O)c(C(C#N)=C2N=c3ccccc3=N2)c2ccccc21	i	0	?
10%	?	23%	-4%	11%	?	CNS(=O)(=O)c1cccc(C(=O)OCC(=O)Nc2ccc(OC)cc2[N+](=O)[O-])c1	-1%	1	-26%
-6%	20µM*	?	34%[activator]	7%	35µM*	O=[N+]([O-])c1cc(Cl)c2cccnc2c1O	-4%	-17	18µM*
1%	1%	19%	-15%	-8%	8%[59 µM]	Cc1ccc(S(=O)(=O)N2CCC(C(=O)NCCc3ccccc3)CC2)cc1	-2%	7	3%
2%	-14%	1%	13%	6%	13%	CN1C(=O)Cn2c1nc1ccccc12	-8%	-24	1%
-8%	-20%	11%	1%	1%	?	COc1ccc(C(=O)c2ccc([N+](=O)[O-])cc2)cc1S(=O)(=O)N1CCC(C(=O)O)CC1	i	3	0%

# High-throughput results from PubChem BioAssay.
